PLAP inhibition = inhibition of human placental alkaline phosphatase – biochemical, luminescence, HTS (AID 690); purified PLAP, luminescent substrate; higher % means a stronger effect; inhibition, % at 20 µM, or IC50 in µM where a hit was titrated; actives 0.08% (n = 96,000); in the data active means a potency from the dose series; inactive means the rest, 99 in 100 with inhibition below about 30%; further: strong numbers were not always called active
NFkB transloc pot = enhances IL-1B driven NFkB nuclear translocation; HUVEC IL-1B NFkB p65 nuclear translocation imaging; activation, % at 2 µM; actives 0.3% (n = 94,000); AID 819;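 active means activation above 40%, about the mean plus 3 SD, also judged a hit on visual image review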;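 further: percent activation is computed from the nuclear over cytoplasmic p65 intensity ratio; values of inactives mirror those of a sister screen read the other way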
NFkB transloc inh = blocks IL-1B driven NFkB nuclear translocation in HUVEC cells; AID 796; HUVEC IL-1B NFkB p65 nuclear translocation imaging; actives 0.43% (n = 94,000); inhibition, % at 2 µM;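 active means inhibition above about 30% together with a positive call from visual inspection of the well image, limit read from the data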;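 further: nuclear over cytoplasmic p65 intensity ratio measured by imaging; 0% = IL-1B stimulated DMSO wells and 100% = unstimulated DMSO wells; values of inactives mirror those of a sister screen read the other way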
Bcl-B displacement = displacers of TR3 peptide from Bcl-B, primary screen, selectivity assay for Bfl-1 inhibitor project, biochemical, fluorescence polarization. FP displacement of FITC-TR3 peptide from Bcl-B; higher % means a stronger effect. displacement, % at 20 µM, or IC50 in µM where a hit was titrated. actives 0.11% (n = 96,000). AID 748;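 active means displacement above 50% at 20 µM plus a fluorescence interference ratio under 1.5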;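 further: plate controls were wells without compound for no effect and wells lacking Bcl-B protein for full effect; a part of the inactive calls stands beside numbers as strong as those of hits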
MRP resist rev = reverses drug resistance mediated by MRP; H69AR cells + 2 uM doxorubicin, CellTiter-Glo, 72 h; differential viability (reversal), % at 10 µM; actives 0.04% (n = 85,000); AID 602;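 active means viability drop by adding the cancer drug above about 55%, with treated viability meeting a 40% cutoff, limit read from the data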;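 further: viability without doxorubicin minus viability with 2 µM doxorubicin for each compound; larger differential means the compound sensitizes cells more to doxorubicin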
MRP resist rev cytotoxicity = also measured in MRP resist rev; calls as there; viability, %; H69AR cells, CellTiter-Glo, 72 h; measured here: cytotoxicity without doxorubicin
MRP resist rev with doxorubicin = also measured in MRP resist rev; calls as there; viability, %; measured here: viability with 2 uM doxorubicin; hits give low values
NFkB transloc inh cell count 2 µM = second read-out of NFkB transloc inh, no call of its own (marks repeat the call); cell count; measured here: cells passing quality filter;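 raw number of nuclei counted in each imaged well without normalization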
NFkB transloc pot cell count 2 µM = second read-out of NFkB transloc pot, no call of its own (marks repeat the call); cell count; measured here: cells passing quality filter
* = called active by the depositor; . = no result given. Not all compounds are listed; the hit share may differ from the screen's.

item	mol	PLAP inhibition	NFkB transloc pot	NFkB transloc pot cell count 2 µM	NFkB transloc inh	NFkB transloc inh cell count 2 µM	Bcl-B displacement	MRP resist rev	MRP resist rev cytotoxicity	MRP resist rev with doxorubicin
1	COc1cc(NC(=O)C2CC(c3cccc(OC)c3OC)=NO2)cc(OC)c1OC (stereo not given)	-37%	8	189	-8	189	-8%	-32	41	73
2	CCCCN(CC)CCCNC(=O)c1cc2cc3ccc(OC)cc3nc2o1	-39%	6	186	-6	186	-5%	3	56	53
3	CCOc1ccccc1-c1nc2c([nH]1)c(=O)n(C)c(=O)n2C	-1%	15	126	-15	126	6%	8	86	78
4	Cc1ccc(NC(=O)c2cc(N(C)C)ccc2[P+](=O)O)cc1	11%	20	120	-20	120	8%	12	92	80
5	Cc1nn(-c2ccccc2)c2sc(C(=O)C(C#N)c3ccccn3)cc12 (stereo not given)	-74%	.	.	.	.	-65%	-6	90	96
6	CCCN(CCC)S(=O)(=O)c1cc(Br)cc2c1N(C(=O)CC)CC2	-52%	.	.	.	.	-2%	13	69	56
7	CCOC(=O)C1CCCN(CC(=O)Nc2c(C(=O)OC)[nH]c3ccc(Br)cc23)C1 (stereo not given)	-47%	17	205	-17	205	8%	-3	58	60
8	CC1Cc2ccccc2N1C(=O)COc1cccc(-n2cnnn2)c1 (stereo not given)	-3%	38	117	-38	117	1%	3	83	80
9	CC(C)C[C@H](NC(=O)NCc1ccc(Cl)cc1)C(=O)O	3%	.	.	.	.	2%	0	101	101
10	Cc1nonc1NC(=O)c1ccc(Cl)c(S(=O)(=O)N2CCCCC2)c1	-6%	34	109	-34	109	-12%	-22	56	77
11	Cn1c(=O)cc(SCC(=O)NCC2CCCO2)c2ccc(Cl)cc21 (stereo not given)	.	-6	140	6	140	.	0	93	93
12	Cc1cc(=O)[nH]c(SCC(=O)Nc2ccc(C(=O)O)cc2)n1	-10%	24	159	-24	159	-3%	2	82	80

Continued.
item	mol	PLAP inhibition	NFkB transloc pot	NFkB transloc pot cell count 2 µM	NFkB transloc inh	NFkB transloc inh cell count 2 µM	Bcl-B displacement	MRP resist rev	MRP resist rev cytotoxicity	MRP resist rev with doxorubicin
13	COc1cccc(/C=N/Nc2nn3cnnc3c3ccccc23)c1O	-442%	6	159	-6	159	5%	.	.	.
14	CC(C)n1nnc2ccccc2c1=O	-5%	11	162	-11	162	-8%	.	.	.
15	Cc1cc(C(=O)NCCCN2CCOCC2)n(-c2ccccc2)n1	11%	2	66	-2	66	-2%	8	98	89
16	Cc1ccccc1N(CC(N)=O)S(C)(=O)=O	-6%	19	185	-19	185	1%	1	89	88
17	Cc1cc(C)n2nc(CC(=O)NC3CCCC(C)C3C)nc2n1 (stereo not given)	-13%	-3	108	3	108	6%	.	.	.
18	Cc1ccc(Cl)c2c1NC(=O)C2(O)CC(=O)c1ccc(Br)cc1 (stereo not given)	-2%	-4	47	4	47	-12%	-9	68	77
19	CCOC(=O)c1[nH]c2ccc(Br)cc2c1NC(=O)CCN1CCN(C(=O)OCC)CC1	-48%	.	.	.	.	-25%	17	108	91
20	CCOC(=O)C(C)Sc1nnc(Cc2cc(=O)[nH]c(=O)[nH]2)n1-c1ccc(Cl)cc1 (stereo not given)	.	7	51	-7	51	.	4	90	86
21	O=C(Nc1cccc(C(F)(F)F)c1)c1cc(-c2cccs2)on1	11%	-1	119	1	119	2%	.	.	.
22	O=C(Nc1ccccc1C(F)(F)F)c1cccnc1	-8%	4	84	-4	84	1%	7	97	90
23	CC(NC(=O)c1ccccc1NC(=O)CSc1nnnn1C)c1ccccc1 (stereo not given)	11%	-6	185	6	185	12%	0	92	93
24	CN1C(=S)SC(/[N+]([O-])=C\c2ccco2)C1(C)C (stereo not given)	15%	-7	149	7	149	-12%	2	99	97

Additional compounds
item	mol	PLAP inhibition	NFkB transloc pot	NFkB transloc pot cell count 2 µM	NFkB transloc inh	NFkB transloc inh cell count 2 µM	Bcl-B displacement	MRP resist rev	MRP resist rev cytotoxicity	MRP resist rev with doxorubicin
25	CN1C(=O)c2ccccc2C(C(=O)NCC2CCCO2)C1c1c[nH]c2ccccc12 (stereo not given)	-3%	-1	78	1	78	-4%	6	94	88
26	COc1cc(C(=O)OCc2cc3ccccc3[nH]c2=O)cc(OC)c1OC	.	15	119	-15	119	.	-6	85	92
27	Nc1cccc(-c2nc3ccccc3s2)c1	21%	-5	196	5	196	-5%	2	86	85
28	CCOC(=O)N1CCN(c2nc(-c3cccc(OC)c3)cc(C(F)(F)F)n2)CC1	8%	2	74	-2	74	-3%	26	106	80
29	CCOc1ccc2[nH]c(=O)c(CN(Cc3cccs3)C(CC)c3nnnn3C(C)(C)CC)cc2c1 (stereo not given)	-51%	.	.	.	.	-63%	-20	5	25
30	O=C1CCN(C(=O)c2ccccc2)C2CCCCC12 (stereo not given)	13%	.	.	.	.	-3%	7	85	78
31	CCCN(CCC)C(=O)CSc1nc2ccccc2c(=O)n1CC1COc2ccccc2O1 (stereo not given)	-14%	11	142	-11	142	5%	-4	78	82
32	CC1=C(C)C(=O)N(c2ccccn2)C1=O	-83%	12	93	-12	93	1%	-15	88	103
33	Cc1cc(C)nc(NS(=O)(=O)c2ccc(NC(=O)CCN3C(=O)c4ccccc4C3=O)cc2)n1	-12%	.	.	.	.	5%	-9	87	97
34	Cc1ccc(SC(C)C(=O)Nc2ccccc2C(=O)N2CCOCC2)cc1 (stereo not given)	-30%	22	140	-22	140	13%	.	.	.
35	Cc1ccc(N=C(NOC(=O)c2ccccc2)c2nonc2N)c(C)c1	8%	.	.	.	.	-11%	13	101	88
36	CCN(CC)S(=O)(=O)c1ccc2oc(C(=O)NCC3COc4ccccc4O3)c(C)c2c1 (stereo not given)	-36%	.	.	.	.	3%	9	32	23

More results
item	mol	PLAP inhibition	NFkB transloc pot	NFkB transloc pot cell count 2 µM	NFkB transloc inh	NFkB transloc inh cell count 2 µM	Bcl-B displacement	MRP resist rev	MRP resist rev cytotoxicity	MRP resist rev with doxorubicin
37	CCOC(=O)c1c(NC(=O)CSc2nnnn2-c2ccc3c(c2)OCCO3)sc(C)c1C	-34%	-2	75	2	75	-6%	-24	36	60
38	O=C(Nc1ccc(Cc2ccncc2)cc1)C1CCC(N2C(=O)C3C4C=CC(C4)C3C2=O)CC1 (stereo not given)	-109%	-7	121	8	121	-2%	.	.	.
39	CCN(CC(=O)Nc1c(C(=O)OC)[nH]c2ccccc12)c1ccc2c(c1)OCO2	20%	6	162	-6	162	24%	6	71	65
40	COc1ccc(-c2cc(C(=O)O)c(C)o2)cc1OC	-1%	-7	153	6	153	-4%	-8	79	86
41	Cc1cc(-c2ccccc2)nc(N(C)NC(=O)c2ccc(Cl)cc2)c1S(C)(=O)=O	-6%	.	.	.	.	24%	8	93	85
42	O=C(Cn1c(=O)n2ncnc2c2c3c(sc21)CCCC3)c1ccccc1	5%	-1	106	1	106	-1%	-14	68	82
43	COc1ccc(OCC(=O)N2CCN(c3cccc(Cl)c3)CC2)cc1	-23%	6	47	-6	47	11%	1	93	92
44	O=C(Nc1ccccc1)C1=C(N2CCOCC2)/C(=C/c2cccnc2)CC1	19%	-11	65	11	65	-9%	12	99	87
45	O=c1[nH]c(N/N=C/c2ccccc2)nc2ccccc12	10%	3	105	-3	105	-6%	.	.	.
46	Cc1ccc(C2=NN3C(C(=O)c4ccccc4)Oc4ccccc4C3C2)cc1 (stereo not given)	-18%	15	193	-15	193	-17%	.	.	.
47	CC(C)Cc1nc(SCC(=O)Nc2ccc(S(N)(=O)=O)cc2)n[nH]1	-62%	11	204	-11	204	5%	-34	44	78
48	CCCC(=O)NC1C2CC3CC(C2)CC1C3 (stereo not given)	-1%	-3	103	3	103	-12%	2	99	97

Record cards, from the list above:
Record of CC(NC(=O)c1ccccc1NC(=O)CSc1nnnn1C)c1ccccc1 (stereo not given) → PLAP inhibition: 11%; NFkB transloc pot: -6; NFkB transloc pot cell count 2 µM: 185; NFkB transloc inh: 6; NFkB transloc inh cell count 2 µM: 185; Bcl-B displacement: 12%; MRP resist rev: 0; MRP resist rev cytotoxicity: 92; MRP resist rev with doxorubicin: 93
Record of Cc1ccc(NC(=O)c2cc(N(C)C)ccc2[P+](=O)O)cc1 → PLAP inhibition: 11%; NFkB transloc pot: 20; NFkB transloc pot cell count 2 µM: 120; NFkB transloc inh: -20; NFkB transloc inh cell count 2 µM: 120; Bcl-B displacement: 8%; MRP resist rev: 12; MRP resist rev cytotoxicity: 92; MRP resist rev with doxorubicin: 80
Record of Cc1cc(-c2ccccc2)nc(N(C)NC(=O)c2ccc(Cl)cc2)c1S(C)(=O)=O → PLAP inhibition: -6%; NFkB transloc pot: .; NFkB transloc pot cell count 2 µM: .; NFkB transloc inh: .; NFkB transloc inh cell count 2 µM: .; Bcl-B displacement: 24%; MRP resist rev: 8; MRP resist rev cytotoxicity: 93; MRP resist rev with doxorubicin: 85

The listing picks up with the two entries that preceded the break.
item	mol	PLAP inhibition	NFkB transloc pot	NFkB transloc pot cell count 2 µM	NFkB transloc inh	NFkB transloc inh cell count 2 µM	Bcl-B displacement	MRP resist rev	MRP resist rev cytotoxicity	MRP resist rev with doxorubicin
47	CC(C)Cc1nc(SCC(=O)Nc2ccc(S(N)(=O)=O)cc2)n[nH]1	-62%	11	204	-11	204	5%	-34	44	78
48	CCCC(=O)NC1C2CC3CC(C2)CC1C3 (stereo not given)	-1%	-3	103	3	103	-12%	2	99	97
49	CC(C)N1C(=O)c2ccc(C(=O)O)cc2C1=O	8%	-8	113	8	113	-2%	11	98	87
50	CC(C)N(Cc1nc(-c2ccc(Cl)cc2)no1)C(=O)CN(C)S(=O)(=O)c1ccc(Cl)cc1	9%	0	133	0	133	-4%	-2	69	72
51	CCCOc1cc(C)c(S(=O)(=O)NCCOC)cc1C	-9%	7	131	-7	131	-5%	0	106	106
52	CCCOc1ccc(NC(=O)C2CC(=O)N3CCCN=C3S2)cc1 (stereo not given)	-24%	27	142	-26	142	-1%	0	100	100
53	Cc1ccccc1S(=O)(=O)Cc1ccc(C(=O)NCc2cccnc2)o1	-44%	-4	124	4	124	2%	-4	95	98
54	CCCNC(=O)C(Cc1ccccc1)NS(=O)(=O)c1ccc2c(c1)c(=O)n(C)c(=O)n2C (stereo not given)	6%	-11	199	11	199	8%	-10	82	92
55	Cc1cccc(S(=O)(=O)c2c(N)n(/N=C/c3cccnc3)c3nc4ccccc4nc23)c1	-56%	-9	90	9	90	-15%	-2	33	35
56	O=C(COC(=O)c1ccccc1NCc1ccco1)Nc1ccc2c(c1)OCO2	7%	.	.	.	.	3%	-9	67	77
57	CCSc1nc2ccccc2c(=O)n1OCC(=O)OC	6%	-10	148	10	148	2%	1	100	99
58	CC(c1ccccc1)C1C(C#N)=C(N)OC2=C1C(=O)CCC2 (stereo not given)	1%	116*	179*	-116	179	-8%	.	.	.
59	COCCN(CCOC)C(=O)CC(=O)N(CCOC)CCOC	0%	5	172	-5	172	-20%	7	97	90
